# High-throughput results as filed in PubChem BioAssay.
# DT40 TDP1 CPT: DT40-hTDP1 cell growth loss with CPT. chicken DT40 Tdp1-/-;hTDP1 cells + 20 nM CPT, ATP luminescence, 48 h. Potency, µM (top dose mostly 46.2 µM), for inactives: at the highest dose activity change, negative = growth inhibition, actives largely listed as inhibitors. 12% of 420,000 active; note: nearly all actives have a fitted effect of over 55% in size
#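 Chicken DT40 Tdp1-/- cells complemented with human TDP1, 400 cells/well, exposed to compounds plus 20 nM camptothecin for at least 48 h at 37 C; viability read as ATP content by CellTiter-Glo luminescence.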
# TDP1 inh: TDP1 (human) enzyme inhibition | Q9NUW8 | recombinant TDP1, AlphaScreen DNA substrate cleavage | Potency, µM (series often up to 130 µM), for inactives: at the top dose activity change, negative = inhibition, actives largely listed as inhibitors | 0.28% of 350,000 active; note: nearly all actives have a fitted effect of over 40% in size
# Target sequence (Q9NUW8 whole entry, looked up): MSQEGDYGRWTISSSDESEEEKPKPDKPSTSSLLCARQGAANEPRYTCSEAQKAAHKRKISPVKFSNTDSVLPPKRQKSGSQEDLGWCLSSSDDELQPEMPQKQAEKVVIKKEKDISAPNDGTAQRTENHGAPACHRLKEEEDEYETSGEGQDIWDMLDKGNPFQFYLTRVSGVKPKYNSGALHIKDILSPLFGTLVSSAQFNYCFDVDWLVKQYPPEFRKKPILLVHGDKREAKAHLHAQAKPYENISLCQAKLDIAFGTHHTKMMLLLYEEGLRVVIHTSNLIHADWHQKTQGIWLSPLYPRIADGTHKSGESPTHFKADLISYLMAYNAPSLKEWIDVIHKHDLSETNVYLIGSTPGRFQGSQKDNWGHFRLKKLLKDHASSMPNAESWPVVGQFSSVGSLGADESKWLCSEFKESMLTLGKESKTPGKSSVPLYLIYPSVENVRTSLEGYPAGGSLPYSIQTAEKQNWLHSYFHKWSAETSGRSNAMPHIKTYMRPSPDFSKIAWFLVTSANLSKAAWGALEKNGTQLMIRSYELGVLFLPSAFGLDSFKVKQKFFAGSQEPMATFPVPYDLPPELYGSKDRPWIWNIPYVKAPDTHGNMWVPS
#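 E. coli-derived human Tdp1, 1 nM final. Cpd preinc 15 min RT; substrate 15 nM final, 5 min RT; AS bead mix 10 ug/ml final, 10 min RT. Signal loss = tyrosine-FITC cleavage. No-enzyme wells = max signal.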
# DT40 TDP1 no CPT: qHTS for Inhibitors of human tyrosyl-DNA phosphodiesterase 1 (TDP1): qHTS in cells in absence of CPT; DT40 Tdp1-/- hTDP1 cells, no CPT, ATP luminescence, 48 h; Potency, µM (highest dose often 46.2 µM), for the others: at the top dose activity change, negative = growth inhibition, usual class: inhibitors; AID 686978, 2013; 15% of 420,000 active; note: nearly all actives have a fitted effect of over 55% in size
#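 Compound effects on proliferation are scored in DT40 Tdp1-/-;hTDP1 cells in the absence of CPT. ATP levels (CellTiter-Glo luminescence) are recorded after a ≥48 hr, 37 °C incubation.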
# Numbers without * were called inactive; ? = inconclusive; / = not tested or not shown; & = joins results of further samples; [ ] = dose if it differs, or a comment. Calls come from the whole dose curve; as a rule, active = well fitted curve in the direction sought with a large enough effect; inconclusive = small, poorly fitted or top-dose-only effect, or another doubt; inactive = no such curve, though single readings can be large; an effect the other way counts as inactive or inconclusive. % is set by controls: 0 for no effect and ±100 for the full control effect; potency is the fitted concentration of half-maximal effect.
SMILES,DT40 TDP1 CPT,TDP1 inh,DT40 TDP1 no CPT
CN(Cc1ccccc1)Cc1c(O)ccc2ccccc12,?,/,-15%
CCc1ccccc1NC(=O)CCCn1c(=O)c2cccn2c2ccccc21,?,10%,16µM*
COCCCn1c(-c2ccc(Cl)cc2)n[nH]c1=S,-9%,2%,18%
COc1cccc(CNC(=O)CCNC(=O)N2CCn3c2nc2ccccc23)c1,-13%,2%,16%
Cc1ccc(C(=O)N2CCN(S(C)(=O)=O)C2)cc1,9%,3%,4%
O=C(NCc1ccc(F)cc1)C1CCCN(c2cnccn2)C1 (stereo not given),1%,3%,-14%
CS(=O)(=O)N1CCN(C(=O)Cc2ccc(Br)cc2)CC1,1%,/,17%
Cc1ccc(S(=O)(=O)NCc2ccccc2)cc1C(=O)N1CCN(S(=O)(=O)c2ccccc2)CC1,-28%,-6%,?
CC1=C(c2ccccc2)C=NNCC1=O,-11%,/,-11%
O=C(NCc1ccccc1OC(F)(F)F)C1CCC(=O)N(CCCN2CCOCC2)C1 (stereo not given),9%,/,-1%
CCN(c1ccc(N=Cc2c(O)n(Cc3ccc(OC)cc3)c(=O)c3ccccc23)cc1)C(C)C,7%,6%,-5%
COC(=O)c1ccccc1C(=O)N1CCOc2ccc(CN3CCN(c4ccccn4)CC3)cc2C1,2%[9.04 µM],/,-11%
Cc1ccc(C2C(C#N)=C(N)Oc3cc(N)ccc32)cc1 (stereo not given),-12%,6%,-26%
CC1CCN(c2nc3ccccc3nc2SCC(=O)Nc2ccccc2C(C)C)CC1,18µM*,-6%,?
CCOc1ccccc1NC(=O)Cn1c(=O)n(Cc2ccco2)c(=O)c2ccc(C(=O)NC3CCCC3)cc21,?,-2%,23µM*
Cc1cccc(CNC(=O)c2ccc(Cn3c(SCc4ccccc4)nc4cccnc43)cc2)c1,?,10%,16µM*
C#Cc1ccc(NC(=O)C2(C)CCN2C(=O)C2(c3ccccc3)CCCC2)cc1 (stereo not given),23µM*,/,16µM*
C=CCn1c(-c2ccc(Cl)cc2)c[nH]c1=S,-13%,2%,?
O=C1OC(N2C(=O)CC[C@H]2C(=O)NCC2CCCO2)c2ccccc21 (stereo not given in full),11%,/,8%
COC(=O)c1ccc(COC(=O)C2CC(O)CN2S(=O)(=O)c2ccc([N+](=O)[O-])cc2)cc1 (stereo not given),?,2%,?
COc1ccc([C@H]2CC(=O)C[C@@H](CCn3cc(-c4ccccc4)nn3)O2)cc1,?,/,?
Cc1ccc(C)c(S(=O)(=O)N2CCN(C(=O)c3ccccc3Cc3ccccc3)CC2)c1,11%,2%,?
CSc1ncccc1C(=O)OCC(=O)Nc1ccc2c(c1)OCO2,5%,5%,-4%
CCOC(=O)c1sc2ccccc2c1S(=O)(=O)Nc1c(C)cccc1C,?,7%,?
Nc1nc(NCc2ccco2)nn1-c1ccccc1,-8%,4%,-10%
NCCCCCC(=O)O,-5%,10%[56.1 µM],-4%
CN(C(=O)COC(=O)/C=C/c1ccc(Cl)c(Cl)c1)c1c(N)n(Cc2ccccc2)c(=O)[nH]c1=O,9.2µM*,0%,16µM*
COc1ccc(OCC(=O)NCc2ccc3c(c2)CCN3C(=O)c2cccc(C)c2)cc1,1.8µM*,5%,1.8µM*
O=C(COC(=O)c1cc(S(=O)(=O)N2CCOCC2)ccc1Cl)NCc1ccccc1,-27%,0%,-5%
O=C(CNS(=O)(=O)c1ccc(Br)cc1)N1CCN(c2ccc(F)cc2)CC1,?,2%,18µM*
Cc1c(C)c([N+](=O)[O-])c(C)c(C)c1N,5%,/,?
O=C(N/N=C/c1ccccn1)c1sc2ccccc2c1Cl,16µM*,9%,13µM*
Cc1ccc(N2C(=O)c3cccc4c([N+](=O)[O-])ccc(c34)C2=O)c2cccnc12,0.82µM*,/,0.73µM*
CC(=O)c1cccc(NC(=O)C2=CC(c3ccc4c(c3)OCO4)=NS(=O)(=O)N2C)c1,?,4%&6%,16µM*
COc1ccc(NC(=O)Cn2nnc(C(=O)NCc3ccco3)c2N)c(OC)c1,-30%&-24%,-2%&5%,?
COC(=O)c1ccc(COc2ccccc2/C=C/C(=O)c2ccc(OCC(=O)O)cc2)cc1,?,?,?
CC(Oc1cccc(Cl)c1)C(=O)NC1CC(C)(C)NC(C)(C)C1 (stereo not given),3%,3%,-1%
CCCc1nc2ccc(NC(=O)NCCC(=O)OCC)cc2c(=O)n1Cc1ccc(Cl)cc1,?,5%,?
CSc1ccc(/C=N/N2CCN(Cc3ccc(Cl)cc3)CC2)cc1,?,9%,-25%
S=C(Nc1ccc(Cl)cc1)N1CCOCC1,-8%,/,-24%
CCOC(=O)C1CCN(c2nc3ccccc3nc2C(C#N)C(=O)OCCOC)CC1 (stereo not given),?,2%,?
Cn1cc(S(=O)(=O)N2CCCC2)cc1C(=O)NCc1ccc(Cl)cc1,?,/,?
CCOCCCn1cc(C(=O)c2cc(Br)ccc2O)cc(C#N)c1=O,-18%,0%,?
Clc1ccc(SCCOCCN2CCc3ccccc3C2)cc1,?,3%,?
CCOC(=O)CCCCNCc1ccccc1,-4%,2%,-11%
COc1ccc(-n2nc3c(c2NC(=O)C(=O)N2CCN(C)CC2)CSC3)cc1,-12%,3%,-9%
CCOc1cc(C)nc(N2CCCC(C(=O)NCc3ccccc3F)C2)n1 (stereo not given),?,7%,-26%
O=c1oc2c(-c3cccc(F)c3)cc(O)cc2s1,?,5%,?
CCOC(=O)C(NC(C)=O)(Nc1cccc(F)c1)C(F)(F)F (stereo not given),1%,2%,-7%
Cc1ccn2cc(-c3cc4ccccc4oc3=O)nc2c1,-21%,-3%,?
COc1cccc(-c2oc3c(c2-c2ccc(OC)nc2)C(O)CCC3)c1 (stereo not given),-20%,/,?
Cc1ccc(C)c(NC(=O)CC2Oc3ccccc3NC2=O)c1 (stereo not given),-1%,/,-1%
COc1ccc(C(=O)Cn2c(=N)n(C)c3ccccc32)cc1,?,-2%,21µM*
CN1CCN(c2sc(S(C)(=O)=O)nc2S(=O)(=O)c2ccc(Cl)cc2)CC1,-17%,1%,5%
Nc1c(S(=O)(=O)c2ccccc2)csc1C(=O)O,4%,5%,0%
COc1ccc(CCN2C(=O)CSC2c2cccc([N+](=O)[O-])c2)cc1OC (stereo not given),?,/,?
CC(C)(C)n1cnc2cc(NC(=O)c3ccco3)ccc21,5%,/,-17%
CC1(C(=O)Nc2ccccc2)Cc2ccccc2C(=O)O1 (stereo not given),2%,5%,-19%
N#Cc1ccc(-c2cccnc2)nc1SCc1ccc(Cl)cc1Cl,-12%,1%,-7%
CC(C)(C)c1ncc(S(=O)(=O)c2ccc(C(F)(F)F)cn2)c(N)n1,-3%,6%,-27%
# (more compounds)
SMILES,DT40 TDP1 CPT,TDP1 inh,DT40 TDP1 no CPT
COc1ccc(-c2cc(C(F)(F)F)nc(SCC(=O)N3CCCCC3C)n2)cc1OC (stereo not given),?,0%,?
CCN(c1ccc(NC(=O)CN2C(=O)NC3(CCOc4ccccc43)C2=O)cc1)C(C)C (stereo not given),?,5%,?
CCC(=O)n1nc(-c2cccnc2)nc1NCc1ccccc1,-6%,5%,-24%
O=C(CCS(=O)(=O)c1cccs1)Nc1ccc(C(=O)NC2CCN(Cc3ccccc3)CC2)cc1,?,-3%,?
Cc1ccc(NC(=S)NN2CCN(C)CC2)cc1,-8%,0%,-9%
COc1cccc(N2CCN(C(=O)C3CCN(S(=O)(=O)c4c(C)noc4C)CC3)CC2)c1,-17%,-8%,?
CC(=O)Nc1c(-c2ccccc2)nc2ccc(Cl)cn12,-6%,/,6%
COc1ccc(CNC(=O)c2ccc(NC(=O)C3=CSCCO3)cc2)cc1,?,2%,13%
O=C(NCC(c1ccco1)N1CCc2ccccc2C1)c1c(F)cccc1F (stereo not given),-18%,/,?
COc1cccc(N(CC(=O)NC2CCCCC2)C(=O)Cn2nnc(-c3ccc(C)o3)n2)c1,-4%,9%,-5%
Cc1ccc(CNC(=O)COC(=O)c2ccc(S(=O)(=O)NCc3ccco3)cc2)cc1,-8%,-4%,9%
COc1ccc(-n2c(=O)c3sc4ccccc4c3n(CC(=O)Nc3ccccc3F)c2=O)cc1,-5%,4%,-2%
O=C(Oc1ccc(C(=S)N2CCOCC2)cc1)c1ccc(Br)cc1,9%,3%,5%
COc1cc(NC(=O)COC(=O)c2ccc([N+](=O)[O-])s2)cc(OC)c1OC,-27%,2%,12%
CCOC(=O)CSc1nnc(-c2nnc(SCC(=O)OCC)n2CC)n1CC,7%,5%,-1%
COc1ccc(CC(=O)Nc2sc3c(c2C(N)=O)CCCC3)cc1OC,?,2%,18µM*
COc1ccc(-c2cc(C(=O)Nc3ccccc3O)c3ccccc3n2)cc1,?,/,?
CC(O)c1cccc(N=Cc2ccc3ccccc3c2O)c1 (stereo not given),-4%,4%,-27%
CCN(CC)c1ccc2c(C)c(CO)c(=O)oc2c1,-13%,-1%,-5%
CCCCOc1ccc(C(=O)Nc2ccc3c(c2)C(=O)NC3=O)cc1,1%,/,-10%
Cc1cc(C)n2c(Br)c(CSc3nc4ccccc4s3)nc2n1,-26%,0%,18µM*
COc1ccc(C(C2C(=O)CC(C)(C)CC2=O)C2C(=O)CC(C)(C)CC2=O)cc1COCC(F)(F)F,3%,-8%,-11%
Cc1cc(-n2nc3ccc(Cl)cc3n2)c(O)c(C(C)(C)C)c1,0%,3%,4%
Cc1cc(C)n2nc(-c3cnn(C)c3C(F)(F)F)cc2n1,-1%,5%,-25%
CC1=NNC(=O)C1CCC(=O)N/N=C(\C)c1ccc(Cl)cc1 (stereo not given),-2%,5%,-3%
CCCNC(=O)OCCC12CC3CC(CC(C3)C1)C2,?,-5%,?
CCN(Cc1ccccc1)C(=O)Cc1c[nH]c2ccccc12,3%,2%,-23%
O=[n+]1cc(-c2ccc(Br)cc2)n([O-])c2c1CCC2,?,6%,?
Cc1cc(C)cc(NC(=O)c2sc3nc4n(c(=O)c3c2C)N=C(c2ccc(F)cc2)CS4)c1,-17%,3%,-26%
CCCNS(=O)(=O)c1ccc2nc(NC(=O)c3ccc(F)cc3)sc2c1,8.2µM*,0%,21µM*
Cn1c(N/N=C2\CCCc3ccccc32)nc2c1c(=O)n(Cc1ccccc1)c(=O)n2C,23µM*,4%,?
C[C@@H]1CN([C@@H](C)CO)C(=O)Cc2cc(NS(=O)(=O)c3ccccc3)ccc2O[C@H]1CN(C)Cc1ccncc1,-8%,3%,-18%
CCC(=O)N1CCc2cc(Br)cc(S(=O)(=O)CCC(=O)Nc3ccc(C)c(F)c3)c21,0%,6%,-8%
